Screening results (PubChem)
SNCA expr inh – Primary qHTS assay for inhibitors of alpha-synuclein gene (SNCA) expression; HEK-293 SNCA-luciferase knock-in, luminescence, 24 h; Potency, µM (series often up to 57.2 µM), for the others: at the top dose activity change, negative = inhibition, hits mostly inhibitors; 0.17% of 140,000 active; AID 1671194, 2021;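 note: potency is the fitted concentration of half-maximal effect; plate controls were DMSO cells for no effect and cell-free wells for full effect; nearly all actives have a fitted effect of over 45% in size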
GPT2 inhibitor – Primary qHTS assay for inhibitors of Glutamate pyruvate transaminase 2 (GPT2) | 0.25% of 100,000 active | Recombinant GPT2, coupled pyruvate oxidase/HRP Amplex Red fluorescence | Potency, µM (top dose mostly 57.7 µM), for the others: at the top dose activity change, negative = inhibition, actives largely listed as inhibitors; note: potency is the fitted concentration of half-maximal effect; nearly all actives have a fitted effect of over 60% in size; many of its hits are not listed in these tables
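Inhibition is scored from Amplex Red fluorescence generated when pyruvate oxidase and HRP act on pyruvate released by GPT2. Reactions contain 10ng/uL enzyme, 250uM a-KG and 2mM L-alanine and run 30 min at room temperature.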
HEK293 viab – GF-AFC viability counterscreen for inhibitors of alpha-synuclein gene (SNCA) expression | HEK-293-SNCA-luc viability, GF-AFC fluorescence, 24 h | Potency, µM (titrated, usually from 57.1 µM), inactives show top-dose activity change, negative = cytotoxicity, actives largely listed as cytotoxic | 0.12% of 150,000 active | AID 1671193, 2021;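 note: potency is the fitted concentration of half-maximal effect; 0% = DMSO-treated cells and -100% = medium-only wells without cells; nearly all actives have a fitted effect of over 30% in size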
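Cytotoxicity counterscreen: after 24 h compound treatment of genome-edited SNCA-luciferase HEK-293 cells, live-cell protease substrate GF-AFC read by fluorescence after 30 min; activity scaled between DMSO (0%) and medium-only (-100%), curves Hill-fitted.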
3T3 cytotox – Cytotoxic Profiling in NIH 3T3 Cell Line of Diverse Libraries Using Quantitative High-Throughput Screening. NIH 3T3 viability, CellTiter-Glo ATP luminescence, 48-72 h. Potency, µM (titrated, usually from 96.7 µM), without a hit: top-dose activity change, negative = cytotoxicity, actives largely listed as inhibitors. 4.3% of 94,000 active. AID 1345082, 2018; note: potency is the fitted concentration of half-maximal effect; nearly all actives have a fitted effect of over 55% in size
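Mouse fibroblast NIH 3T3 cells, 400 per well, received compound via pintool and were incubated for 48 or 72 hr prior to CellTiter-Glo ATP luminescence measurement.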
IP6K1 inhibitor – Primary qHTS assay for small molecule inhibitors of Inositol hexaphosphate kinase 1 (IP6K1); Inositol hexakisphosphate kinase 1 (Homo sapiens), Q92551; IP6K1 kinase, ADP-Glo luminescence, 2 h; stronger effect = lower value; activity change, % (series mostly up to about 58 µM); 0.81% of 140,000 active; in the data active = activity change below about -25%
Target sequence (Q92551 whole entry, looked up): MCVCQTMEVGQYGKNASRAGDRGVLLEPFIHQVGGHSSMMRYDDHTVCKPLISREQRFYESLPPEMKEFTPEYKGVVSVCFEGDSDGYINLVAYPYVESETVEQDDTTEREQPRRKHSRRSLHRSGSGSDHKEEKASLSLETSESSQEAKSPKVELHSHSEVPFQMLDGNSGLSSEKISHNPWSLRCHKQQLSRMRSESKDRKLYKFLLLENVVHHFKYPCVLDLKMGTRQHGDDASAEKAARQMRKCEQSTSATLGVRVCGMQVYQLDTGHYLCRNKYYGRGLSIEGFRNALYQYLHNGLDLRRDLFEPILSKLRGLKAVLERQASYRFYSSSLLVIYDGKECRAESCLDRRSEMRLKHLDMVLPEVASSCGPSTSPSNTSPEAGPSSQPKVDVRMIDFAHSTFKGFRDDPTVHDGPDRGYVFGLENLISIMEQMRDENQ
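ADP-Glo luminescence measures ADP made by human IP6K1 during a 2 h RT reaction with ATP/IP6 (mix at 1.3 mM/130 uM); top library doses 57.5 and 19.1 uM final.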
HEK cytotox – Cytotoxic Profiling in HEK 293 Cell Line of Diverse Libraries Using Quantitative High-Throughput Screening; HEK 293 viability, ATP luminescence (CellTiter-Glo), 48-72 h; Potency, µM (titrated, usually from 115 µM), inactives show at the highest dose activity change, negative = cytotoxicity, actives largely listed as inhibitors; 6.6% of 94,000 active; AID 1345083, 2018; note: potency is the fitted concentration of half-maximal effect; nearly all actives have a fitted effect of over 60% in size
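HEK 293 cells seeded at 250 cells/well were exposed to compound for 48 or 72 hr at 37 degree Celsius. Viability taken as ATP content by CellTiter-Glo luminescence.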
FLuc inh – Firefly luciferase inhibition profiling of diverse chemical library using quantitative high-throughput screening; Luciferin 4-monooxygenase (Photinus pyralis), P08659; AID 1347043, 2019; purified P. pyralis luciferase, luminescence, biochemical; 2.5% of 76,000 active; Potency, µM (doses to about 115 µM), without a hit: top-dose activity change, negative = inhibition, actives largely listed as inhibitors; note: potency is the fitted concentration of half-maximal effect; nearly all actives have a fitted effect of over 65% in size
Target sequence (P08659 whole entry, looked up): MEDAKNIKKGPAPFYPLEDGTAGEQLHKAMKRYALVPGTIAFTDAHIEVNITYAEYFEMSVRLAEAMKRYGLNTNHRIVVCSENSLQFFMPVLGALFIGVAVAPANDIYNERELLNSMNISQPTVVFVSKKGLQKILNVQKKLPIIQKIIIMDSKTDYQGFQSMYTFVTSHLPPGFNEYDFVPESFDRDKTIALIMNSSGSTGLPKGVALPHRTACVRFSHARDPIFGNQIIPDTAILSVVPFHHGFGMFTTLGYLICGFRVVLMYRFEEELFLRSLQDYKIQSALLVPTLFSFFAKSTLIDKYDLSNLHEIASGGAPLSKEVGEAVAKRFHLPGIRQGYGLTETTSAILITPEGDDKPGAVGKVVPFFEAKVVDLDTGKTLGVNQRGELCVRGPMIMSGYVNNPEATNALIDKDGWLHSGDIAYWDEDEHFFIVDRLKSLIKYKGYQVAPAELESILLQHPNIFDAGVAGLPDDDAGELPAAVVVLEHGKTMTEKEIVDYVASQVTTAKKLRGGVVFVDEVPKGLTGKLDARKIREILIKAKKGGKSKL
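Inhibitors were tested against purified firefly luciferase in a biochemical, low-substrate format (both substrates at 10uM) and luminescence measured with a CCD imager.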
* hit, by the source's call; [ ] = remark or other dose. Unless noted, calls come from the whole dose curve; as a rule, active = well fitted curve in the direction sought with a large enough effect; inconclusive = small, poorly fitted or top-dose-only effect, or another doubt; inactive = no such curve, though single readings can be large; an effect the other way counts as inactive or inconclusive. Unless noted, % is set by controls: 0 for no effect and ±100 for the full control effect.

What do the screens show for `CC(C(=O)NCCc1ccccn1)C1CCOCC1` (configuration not stated)?
SNCA expr inh: -5%; GPT2 inhibitor: inactive; HEK293 viab: 2%[12.5 µM]; 3T3 cytotox: inactive; IP6K1 inhibitor: 5; HEK cytotox: 6%; FLuc inh: -9%

Results for CCC(Sc1nc2ccncc2[nH]1)C(=O)Nc1ccc(F)cc1 (configuration not stated) ?
SNCA expr inh: -10%; HEK293 viab: -10%; IP6K1 inhibitor: -10

What do the screens show for `COc1ccnc(CN2C(=O)NC(CCc3ccccc3)(C3CCNCC3)C2=O)c1` (configuration not stated)?
SNCA expr inh: 8%; GPT2 inhibitor: -6%; HEK293 viab: -6%; 3T3 cytotox: -3%; IP6K1 inhibitor: -5; HEK cytotox: -18%; FLuc inh: -5%

Results for COc1ccc(N2CCC(NS(=O)(=O)C3CC3)C2=O)cc1 (configuration not stated) ?
SNCA expr inh: 30%; GPT2 inhibitor: 1%; HEK293 viab: 11%; 3T3 cytotox: -16%; IP6K1 inhibitor: -11; HEK cytotox: -12%; FLuc inh: -14%

How did Cc1ccc(NC(=O)Cn2c(-c3nonc3N)nc3ccccc32)cc1Cl do in these assays?
SNCA expr inh: -2%; HEK293 viab: 13%; IP6K1 inhibitor: 14

How did CC(C)[C@H](N)C(=O)OCCOCn1cnc2c(=O)[nH]c(N)nc21 do in these assays?
SNCA expr inh: 1%; GPT2 inhibitor: 5%; HEK293 viab: 7%; IP6K1 inhibitor: 9

Results for O[C@H]1[C@H](NCC2CC2)[C@H]2CO[C@H](O2)[C@@H]1N1CCCCC1 ?
SNCA expr inh: -19%[87.6 µM]; GPT2 inhibitor: 5%[88.5 µM]; HEK293 viab: 2%[87.6 µM]; 3T3 cytotox: -4%[230 µM]; IP6K1 inhibitor: -8; HEK cytotox: -25%[230 µM]; FLuc inh: -4%[230 µM]

Results for Cc1ccccc1OCC(=O)Nc1ccc2nc(SCC(=O)N(C)c3ccccc3)sc2c1 ?
SNCA expr inh: 6%; HEK293 viab: -6%; IP6K1 inhibitor: 1

How did Cc1ccc(C(=O)N2C[C@@H](F)C[C@H]2C(=O)N2CCCCC2)c(C)c1 do in these assays?
SNCA expr inh: -8%; GPT2 inhibitor: inactive; HEK293 viab: 2%; 3T3 cytotox: 0%; IP6K1 inhibitor: 8; HEK cytotox: -2%; FLuc inh: 7%

Results for O=C(NCc1cccc(Cl)c1)c1ccc2nnc(CC3CC3)n2c1 ?
SNCA expr inh: -5%; GPT2 inhibitor: -9%; HEK293 viab: -5%; 3T3 cytotox: inconclusive; IP6K1 inhibitor: -3; HEK cytotox: inconclusive

Results for COc1ccc2c(c1)CC(C(=O)Nc1cccc(C)c1C)CO2 (configuration not stated) ?
SNCA expr inh: 0%; HEK293 viab: 3%; IP6K1 inhibitor: -1

How did CC(C)(C)C(=O)NC1CCN(c2ccnc3ccnn23)C1 (configuration not stated) do in these assays?
SNCA expr inh: -9%[87.6 µM]; GPT2 inhibitor: 2%[88.5 µM]; HEK293 viab: 12%[87.6 µM]; 3T3 cytotox: -29%[138 µM]; IP6K1 inhibitor: 3; HEK cytotox: -18%[172 µM]

Results for COc1cc2c(cc1OC)C(C[C@H]1CN(S(=O)(=O)c3cccs3)CC[C@H]1CC(=O)O)=NCC2 ?
SNCA expr inh: -27%; GPT2 inhibitor: -4%; HEK293 viab: 6%; 3T3 cytotox: -6%; IP6K1 inhibitor: 6; HEK cytotox: inconclusive; FLuc inh: 1%

What do the screens show for `COc1ccc(F)cc1-c1cccc(C(=O)NCC(=O)N2CCN(C(C)=O)CC2)c1`?
3T3 cytotox: -19%; IP6K1 inhibitor: 27; HEK cytotox: inconclusive

What do the screens show for `c1ccc2c(c1)CC(c1n[nH]c(C3CCOCC3)n1)CO2` (configuration not stated)?
SNCA expr inh: 78%[activator]; GPT2 inhibitor: inconclusive; HEK293 viab: 8%; 3T3 cytotox: -7%; IP6K1 inhibitor: 7; HEK cytotox: 0%; FLuc inh: 3%

What do the screens show for `C[C@@H](NC(=O)Nc1ccc(Cl)cc1)c1onc(-c2ccccc2)c1C(=O)O`?
SNCA expr inh: 1%[87.6 µM]; GPT2 inhibitor: -6%[88.5 µM]; HEK293 viab: 4%[87.6 µM]; 3T3 cytotox: -11%[138 µM]; IP6K1 inhibitor: 3; HEK cytotox: inactive; FLuc inh: -22%[172 µM]

Results for O=C(C1CCCC1)N1CC2(CCN(Cc3ccc(Cl)cc3)CC2)Cc2ccccc21 ?
SNCA expr inh: -18%; GPT2 inhibitor: 1%; HEK293 viab: -22%; 3T3 cytotox: inconclusive; IP6K1 inhibitor: -2; HEK cytotox: inconclusive

Results for COc1cc(OC)cc(C(=O)N2CCCN(c3cc(-c4ccc(C)c(C)c4)[nH]n3)CC2)c1 ?
SNCA expr inh: -6%; GPT2 inhibitor: inconclusive; HEK293 viab: -8%; 3T3 cytotox: inconclusive; IP6K1 inhibitor: -16; HEK cytotox: inconclusive; FLuc inh: -5%

Results for COc1ccc(-c2cc3c(cn2)CN(Cc2cccnc2)CCN3)cc1F ?
SNCA expr inh: -1%[87.6 µM]; GPT2 inhibitor: -3%[88.5 µM]; HEK293 viab: -5%[87.6 µM]; 3T3 cytotox: -14%[138 µM]; IP6K1 inhibitor: -15; HEK cytotox: inconclusive; FLuc inh: 5µM*

What do the screens show for `Cc1cccc(N2CCN(C(=O)c3noc(-c4ccc5c(c4)OCO5)n3)CC2)c1C`?
SNCA expr inh: -17%; GPT2 inhibitor: 2%; HEK293 viab: 15%; 3T3 cytotox: inconclusive; IP6K1 inhibitor: 9; HEK cytotox: inconclusive; FLuc inh: 3%

Looked up by compound from the list above:
What do the screens show for `COc1ccc(F)cc1-c1cccc(C(=O)NCC(=O)N2CCN(C(C)=O)CC2)c1`?
3T3 cytotox: -19%; IP6K1 inhibitor: 27; HEK cytotox: inconclusive

What do the screens show for `C[C@@H](NC(=O)Nc1ccc(Cl)cc1)c1onc(-c2ccccc2)c1C(=O)O`?
SNCA expr inh: 1%[87.6 µM]; GPT2 inhibitor: -6%[88.5 µM]; HEK293 viab: 4%[87.6 µM]; 3T3 cytotox: -11%[138 µM]; IP6K1 inhibitor: 3; HEK cytotox: inactive; FLuc inh: -22%[172 µM]

New compounds follow
What do the screens show for `O=C(NCc1cccs1)c1nc2sccn2c1-c1cccc(C(F)(F)F)c1`?
SNCA expr inh: 44%[activator]; GPT2 inhibitor: 3%; HEK293 viab: 3%; 3T3 cytotox: inconclusive; IP6K1 inhibitor: 14; HEK cytotox: inconclusive

How did COc1ccc(-n2c(-c3ccco3)nc3c(cnn3-c3ccccc3Cl)c2=O)cc1 do in these assays?
SNCA expr inh: inconclusive; HEK293 viab: -3%; IP6K1 inhibitor: 46

Results for O=C(c1ccc(Cl)cc1)N1CCN2C(=O)N(C3CCOCC3)C[C@H]2C1 ?
SNCA expr inh: 5%[87.6 µM]; GPT2 inhibitor: inactive; HEK293 viab: -5%[87.6 µM]; 3T3 cytotox: -1%[138 µM]; IP6K1 inhibitor: 7; HEK cytotox: -10%[172 µM]; FLuc inh: -8%[172 µM]

How did Cc1ccccc1C(=O)N1CCC2(CC1)CC(=O)N(c1ccccc1)c1ccccc1O2 do in these assays?
SNCA expr inh: 3%; GPT2 inhibitor: inactive; HEK293 viab: 4%; 3T3 cytotox: inconclusive; IP6K1 inhibitor: -8; HEK cytotox: inconclusive; FLuc inh: -1%

What do the screens show for `Cc1ccc(C2Cn3nnc(-c4noc(COc5cccc(C)c5)n4)c3CO2)cc1` (configuration not stated)?
SNCA expr inh: -8%; GPT2 inhibitor: inactive; HEK293 viab: 5%; 3T3 cytotox: -8%; IP6K1 inhibitor: -6; HEK cytotox: -14%; FLuc inh: -11%

Results for Cc1cccc(CN2CCCC(c3nc(-c4cccnc4)no3)CCNC(=O)CC2)c1 (configuration not stated) ?
SNCA expr inh: -10%; GPT2 inhibitor: -3%; HEK293 viab: -6%; 3T3 cytotox: inconclusive; IP6K1 inhibitor: 5; HEK cytotox: inconclusive; FLuc inh: 8%

What do the screens show for `Cc1nc([C@H]2CCN(Cc3sccc3C)C[C@H]2NC(=O)C2CCOCC2)n[nH]1`?
SNCA expr inh: 5%; GPT2 inhibitor: inactive; HEK293 viab: 2%[12.5 µM]; 3T3 cytotox: -7%; IP6K1 inhibitor: 26; HEK cytotox: -18%; FLuc inh: 2%

How did COc1ccc(C(=O)N2CCCC2C(=O)N2CCCC(c3nc4ncccc4[nH]3)C2)cc1 (configuration not stated) do in these assays?
SNCA expr inh: -3%; GPT2 inhibitor: inactive; HEK293 viab: -5%; 3T3 cytotox: inactive; IP6K1 inhibitor: -10; HEK cytotox: 0%

What do the screens show for `CCOc1ccc(CNCc2c(C(=O)O)n(Cc3ccccc3C)c3cc(OC)ccc23)cc1OC`?
SNCA expr inh: -9%; HEK293 viab: 5%; IP6K1 inhibitor: 12

Results for Cc1ccccc1CNC(=O)C(C)n1nc(C)n2c(cc3occc32)c1=O (configuration not stated) ?
SNCA expr inh: 15%; HEK293 viab: -10%; IP6K1 inhibitor: -5

How did COCCNC(=O)C1CCN(C(=O)c2cc3sccc3n2Cc2ccc(Cl)cc2)CC1 do in these assays?
SNCA expr inh: inconclusive; HEK293 viab: -21%; IP6K1 inhibitor: 4

Results for CC(C)Oc1ccc(C(=O)N[C@H](CNC(=O)CN(C)C)Cc2ccc(-c3cn4cccc([C@H](C)O)c4n3)cc2)cc1Cl ?
SNCA expr inh: 3%; GPT2 inhibitor: inactive; HEK293 viab: -16%

How did CC(=O)C1=C(c2ccc(Cl)c(Cl)c2)N(C(C)=O)n2c(nnc2C2CCCCC2)S1 do in these assays?
SNCA expr inh: -14%; HEK293 viab: 7%; IP6K1 inhibitor: -6

How did Nc1nc(Cl)nc2c1ncn2[C@@H]1O[C@H](CO)[C@@H](O)[C@@H]1F do in these assays?
SNCA expr inh: -60%[25.6 µM]; GPT2 inhibitor: inactive; HEK293 viab: -22%[23.9 µM]; IP6K1 inhibitor: -8

What do the screens show for `CC1CCN(c2oc(-c3ccc(COc4ccc(Cl)cc4)o3)nc2C#N)CC1`?
SNCA expr inh: 8%; HEK293 viab: 20%; IP6K1 inhibitor: 17

What do the screens show for `C=CCCC(CN1CCCOCC1)Oc1ccc2cccc(OC)c2n1` (configuration not stated)?
SNCA expr inh: -4%; GPT2 inhibitor: -3%; HEK293 viab: -11%; 3T3 cytotox: inconclusive; IP6K1 inhibitor: 0; HEK cytotox: inconclusive; FLuc inh: 2%

What do the screens show for `CC(C)CCNC(=O)c1cccc2c1CCN2S(=O)(=O)c1ccccc1F`?
SNCA expr inh: -21%; GPT2 inhibitor: -27%; HEK293 viab: -20%; 3T3 cytotox: inconclusive; IP6K1 inhibitor: -11; HEK cytotox: inconclusive; FLuc inh: 2%
